Source: PubChem BioAssay (National Center for Advancing Translational Sciences (NCATS))
PGK inhibitor: T. brucei PGK inhibition. P07378. PGK/GAPDH coupled, Kinase-Glo luminescence, 60 min. Potency, µM (highest dose often 57.5 µM), for inactives: at the top dose activity change, negative = inhibition, actives largely listed as inhibitors. 0.043% of 380,000 active. AID 602233; further: potency means the concentration at half of the fitted maximal effect; on the % scale 0 is the no-effect control and ±100 the full control effect; nearly all actives have a fitted effect of over 60% in size
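Luminescent ATP detection (Kinase-Glo Plus) follows a 60-minute room-temperature incubation, with wells lacking PGK as controls. Buffer: 100 mM TEA (pH 7.6), 5 mM MgCl2, 0.01% Tween-20. Coupling enzyme GAPDH (100 nM final) supplies unstable 1,3-BPG in-well.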
Anesthetic bind: candidate novel general anesthetic via apoferritin binding; 0.074% of 350,000 active; apoferritin/1-aminoanthracene competitive binding, fluorescence; Potency, µM (highest dose often 77.5 µM), for the others: at the top dose activity change, negative = displacement, hits mostly inhibitors; AID 485281; further: potency means the concentration at half of the fitted maximal effect; on the % scale 0 is the no-effect control and ±100 the full control effect; nearly all actives have a fitted effect of over 20% in size
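Probe: 1-aminoanthracene (50% saturated, PBS). Protein: horse-spleen apoferritin, 10 uM. Incubation: 10 min, room temperature. Detection: 380 nm excitation, 535 nm emission. Analysis: normalized response, four-parameter Hill.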
Pol iota inh: DNA polymerase iota (human) inhibition. Q9UNA4. Pol iota fluorescent replication assay, 10 min. Potency, µM (top dose mostly 115 µM), for the others: at the highest dose activity, negative = inhibition, usual class: inhibitors. 1% of 390,000 active; further: potency means the concentration at half of the fitted maximal effect
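Pol iota at 10 nM preincubated 15 min with compounds at room temperature; reaction started with fluorescent substrate, 50 nM final. Fluorescence read kinetically at 0 and 10 min; buffer-only wells as negative control.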
POLK inh: blocks human DNA polymerase kappa activity; purified Pol kappa, fluorescent DNA synthesis assay, 10 min; Potency, µM (top dose mostly 107 µM), inactives show at the top dose activity, negative = inhibition, most hits filed as inhibitors; 0.53% of 400,000 active; AID 588579; further: potency means the concentration at half of the fitted maximal effect; on the % scale 0 is the no-effect control and ±100 the full control effect
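Inhibition of 10 nM Pol kappa is measured by a fluorescent read-out at 0 and 10 min following addition of 50 nM substrate (final), with a 15-min room-temperature compound preincubation.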
POLH inh: DNA polymerase eta (human) inhibition | AID 588591 | 1.2% of 390,000 active | recombinant Pol eta, fluorescent DNA replication assay | Potency, µM (titrated, usually from 114 µM), without a hit: at the highest dose activity change, negative = inhibition, most hits filed as inhibitors; further: potency means the concentration at half of the fitted maximal effect; on the % scale 0 is the no-effect control and ±100 the full control effect
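Pol eta at 10 nM preincubated with compounds 15 min at room temperature; reaction started with fluorescent substrate (50 nM final) and read kinetically at 0 and 10 min.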
BLM inh: blocks DNA unwinding by human BLM helicase; recombinant BLM DNA unwinding, fluorescence dequenching; Potency, µM (doses to about 56.1 µM), for inactives: top-dose activity change, negative = inhibition, hits mostly inhibitors; P54132; 0.2% of 350,000 active;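 further: potency means the concentration at half of the fitted maximal effect; plate controls were vehicle for no effect and no enzyme for full effect; nearly all actives have a fitted effect of over 35% in size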
RXFP1 antagonist: blocks the human relaxin receptor RXFP1; HEK293-RXFP1, relaxin-stimulated cAMP HTRF, 30 min; stronger effect = lower value; 0.59% of 350,000 active; activity change, negative = inhibition, % at 57.5 µM; Q9HBX9; AID 1259400;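 active means activity change of -60% or lower, but not beyond a set lower limit; inconclusive means change between -60% and -40%, or beyond the set limit; inactive means change above -40%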; further: on the % scale 0 is the no-effect control and ±100 the full control effect
Target sequence (Q9HBX9 whole entry, looked up): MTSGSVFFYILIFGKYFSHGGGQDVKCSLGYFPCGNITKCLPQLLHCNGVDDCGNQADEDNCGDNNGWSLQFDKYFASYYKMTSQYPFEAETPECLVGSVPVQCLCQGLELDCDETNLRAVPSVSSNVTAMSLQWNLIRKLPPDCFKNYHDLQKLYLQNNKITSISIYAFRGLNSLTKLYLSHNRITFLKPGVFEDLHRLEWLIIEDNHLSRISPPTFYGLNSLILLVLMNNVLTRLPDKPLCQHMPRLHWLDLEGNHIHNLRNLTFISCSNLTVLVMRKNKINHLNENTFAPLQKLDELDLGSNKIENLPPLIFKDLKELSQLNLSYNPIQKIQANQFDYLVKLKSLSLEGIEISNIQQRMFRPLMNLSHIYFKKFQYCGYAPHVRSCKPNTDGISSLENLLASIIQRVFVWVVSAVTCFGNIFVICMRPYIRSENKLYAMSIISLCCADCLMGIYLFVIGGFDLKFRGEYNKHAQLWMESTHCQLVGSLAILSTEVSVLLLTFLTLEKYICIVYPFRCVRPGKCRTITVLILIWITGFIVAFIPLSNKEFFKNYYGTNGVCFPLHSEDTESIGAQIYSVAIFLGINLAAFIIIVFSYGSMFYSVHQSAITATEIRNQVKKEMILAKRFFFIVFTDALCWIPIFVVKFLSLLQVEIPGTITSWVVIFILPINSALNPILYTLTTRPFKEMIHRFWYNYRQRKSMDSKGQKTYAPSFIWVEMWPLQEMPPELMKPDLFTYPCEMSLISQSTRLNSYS
APEX1 inh: APE1 (human) endonuclease inhibition | 0.35% of 350,000 active | P27695 | AID 2517 | recombinant APE1, TAMRA/BHQ-2 abasic DNA cleavage fluorescence | Potency, µM (doses to about 65.8 µM), for inactives: at the highest dose activity change, negative = inhibition, actives largely listed as inhibitors;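 further: potency means the concentration at half of the fitted maximal effect; plate controls were vehicle for no effect and reference inhibitor for full effect; nearly all actives have a fitted effect of over 55% in size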
Target sequence (P27695 whole entry, looked up): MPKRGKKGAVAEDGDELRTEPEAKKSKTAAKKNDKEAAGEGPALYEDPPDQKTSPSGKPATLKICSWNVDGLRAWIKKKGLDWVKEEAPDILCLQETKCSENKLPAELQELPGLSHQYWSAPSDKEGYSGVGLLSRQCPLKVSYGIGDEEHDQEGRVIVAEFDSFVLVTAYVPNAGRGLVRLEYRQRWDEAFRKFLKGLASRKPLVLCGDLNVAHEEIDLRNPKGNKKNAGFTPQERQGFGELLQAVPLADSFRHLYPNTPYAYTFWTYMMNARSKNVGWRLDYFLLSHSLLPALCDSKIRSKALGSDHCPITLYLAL
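Incision of a quenched TAMRA/BHQ-2 THF abasic-site duplex (50 nM) by 0.75 nM APE1, after 15 min compound preincubation, measured as fluorescence increase over three 60 s reads. Values normalized to buffer, DMSO and NSC13755 control wells.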
POLB inh: blocks human DNA polymerase beta activity; 1.3% of 340,000 active; AID 485314; Potency, µM (series often up to 114 µM), for the others: at the top dose activity change, negative = inhibition, hits mostly inhibitors; P06746; Pol beta primer extension/strand displacement, fluorescence kinetic; further: potency means the concentration at half of the fitted maximal effect; on the % scale 0 is the no-effect control and ±100 the full control effect
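Values derive from four-parameter Hill fits of normalized kinetic data: reads at 0 and 10 min following addition of 50 nM substrate to 10 nM Pol beta preincubated 15 min with compound.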
* hit, by the source's call; i = inactive; ? = inconclusive; / = not tested or not shown; [ ] = remark or other dose. Unless noted, the call rests on the fitted dose curve; in most records, active means well fitted curve in the direction sought with a large enough effect; inconclusive means small, poorly fitted or top-dose-only effect, or another doubt; inactive means no such curve, though single readings can be large; an effect the other way counts as inactive or inconclusive.

mol	POLB inh	PGK inhibitor	Anesthetic bind	Pol iota inh	POLK inh	BLM inh	RXFP1 antagonist	POLH inh	APEX1 inh
COc1ccc(-c2cn3c(C)c(C(=O)N4CCN(c5ccc(F)cc5)CC4)sc3n2)cc1	1%	-6%	-3%	33%[activator]	-6%	2%	3	-14%	0%
CC(=O)N(Cc1ccc(F)cc1)C1=C(NCCc2ccccc2)C(=O)c2ccccc2C1=O	2%	-5%	?	?	-11%	-9%	-14	-12%	0%
O=C(CN1CCN(S(=O)(=O)c2ccccc2)CC1)Nc1ccc2c(c1)CCC2	2%	i	-13%	133%[activator]	-11%	4%	-6	-8%	7%
CCCNC(=O)NC(=O)COC(=O)CC(NC(N)=O)c1ccc(Cl)cc1 (stereo not given)	27%	-4%	-1%	-3%	-12%	-1%	12	-15%	-1%
CC1(C)OC(=O)C(=CNc2ccccc2F)C(=O)O1	-9%	i	-6%	3%	1%	-4%	-13	-3%	-4%
CC1(C)Cc2c(sc(NC(=O)c3ccc(C(=O)c4ccccc4)cc3)c2C#N)C(C)(C)N1	-2%	-8%	-16%	-23%	-23%	-8%	-3	-11%	-5%
CCCNC(=O)OC[C@H]1O[C@H](CCO/N=C/[C@@H](NS(=O)(=O)c2ccc(C)cc2)[C@H](C)/C=C/CC(=O)OC)C=C[C@@H]1Oc1ccc(OC)cc1	23%	/	17%	/	/	-1%	/	/	-3%
COc1ccc(-c2nn(-c3ccccc3)cc2/C=N/NC(=O)c2cccc(S(=O)(=O)Nc3ccccc3Cl)c2)cc1	13%	0%	-11%	20%	-5%	-9%	-7	-25%	-2%
O=C(CN1CCOCC1)Nc1scc(-c2ccccc2)c1C(=O)N1CCOCC1	20%	1%	-6%	22%	-2%	-6%	-10	8%	4%
CC(=O)Nc1c(C(=O)NCc2ccccc2)nnn1Cc1ccccc1	19%	-9%	-8%	13%	2%	1%	-7	-16%	-2%

The closing two entries of the section above open the next one.
mol	POLB inh	PGK inhibitor	Anesthetic bind	Pol iota inh	POLK inh	BLM inh	RXFP1 antagonist	POLH inh	APEX1 inh
O=C(CN1CCOCC1)Nc1scc(-c2ccccc2)c1C(=O)N1CCOCC1	20%	1%	-6%	22%	-2%	-6%	-10	8%	4%
CC(=O)Nc1c(C(=O)NCc2ccccc2)nnn1Cc1ccccc1	19%	-9%	-8%	13%	2%	1%	-7	-16%	-2%
COc1ccc2c(c1)c(=O)c(S(=O)(=O)c1ccc(C)c(C)c1)cn2CC(=O)Nc1ccccc1	8%	-5%	?	31%[activator]	-6%	-4%	/	-6%	/
Cc1c(C(=O)OC2CCC(C)CC2)[nH]c2c1C(=O)CCC2 (stereo not given)	-18%	-1%	-7%	8%	9%	-6%	-36	-26%	0%
Cc1c(NC(=O)COC(=O)CSc2ccc(C(N)=O)cc2[N+](=O)[O-])c(=O)n(-c2ccccc2)n1C	3%	0%	-3%	12%	-16%	-1%	6	1%	14%
CCCCCOC(=O)C1=C(C)NC(=O)NC1c1ccc(OC)cc1 (stereo not given)	12%	i	?	111%[activator]	-1%	-7%	-25	-12%	-11%
CNC(=S)Nc1ccc([N+](=O)[O-])c(C)c1	-1%	-6%	-16%	-6%	6%	-2%	-3	-17%	0%
Cc1ccc(CNC(=O)c2sc3nc(-c4ccccc4)cn3c2C)cc1	-3%	-2%	3%	8%	-2%[60.1 µM]	0%	-3	-15%	/
COc1cc(Cl)c(C)cc1NC(=O)c1cc2c(s1)-c1c(C)cccc1OC2	3%	4%	9%	2%	-9%	-3%	-3	-7%	/
O=C(Nc1ccccc1N1CCCCC1)C1CC(=O)N(c2ccccc2F)C1 (stereo not given)	/	0%	/	16%	-20%	/	14	-12%	18%
COc1cc2nc(CN3CCN(S(=O)(=O)c4cc(C)ccc4C)CC3)[nH]c(=O)c2cc1OC	/	-10%	/	-5%	7%	/	4	-15%	15%
CCN1CCN(c2c(S(=O)(=O)c3ccc(C)c(C)c3)cnc3cc(OC)c(OC)cc23)CC1	11%	9%	-1%	6%	1%	37%[activator]	-10	-15%	/
COc1ccc(NC(=O)CN2CCN(S(=O)(=O)c3cccs3)CC2)cc1Cl	/	-1%	/	20%	11%	/	-1	-8%	2%
COc1ccc(C2CC(=O)c3cnc(N4CCc5ccccc54)nc3C2)c(OC)c1 (stereo not given)	-16%	/	0%	/	/	-2%	/	/	3%
Cc1cc(=O)oc2cc(OCC(=O)NCc3ccccn3)ccc12	18%	i	-3%	2%	-13%	-10%	3	-8%	1%
O=C(O)Cn1cc(C(=S)N2CCOCC2)c2ccccc21	15%	-3%	-13%	-4%	-13%	-3%	1	-4%	-3%
COc1cc(NC(=O)CN2C(=O)C(c3ccc(C)cc3)=NC23CCCCCC3)cc(OC)c1	0%	/	?	39%[activator]	-2%	-4%	-5	/	/
CCCCNC(=O)c1cn(C)c2ccc(S(=O)(=O)N3CC(C)CC(C)C3)cc2c1=O (stereo not given)	-12%	4%	-2%	12%	-18%	-1%	5	-4%	69%[activator]
C#CCOCCOCCOCCNc1nc(N2CCN(C(=O)[C@H](CCC(=O)O)n3cc(C(N)Cc4ccc(O)cc4)nn3)CC2)nc(N2CCN(C(=O)[C@H](CCC(=O)O)n3cc(C(N)[C@H](C)CC)nn3)CC2)n1 (stereo not given in full)	?	-11%	4%	14%	9%	1%	/	2%	10%
C=Cc1ccc(Cn2c(C)c(CNCCc3ccc(OCC)cc3)c(C(=O)O)c2C)cc1	1%	-8%	?	6%	-10%	2%	-4	-3%	/
CC1(C)CC(N2CCCC2)=CC(=[N+]2CCCCC2)C1	3%	7%	-6%	20%	0%[60.1 µM]	1%	-4	-12%	2%
Cc1cc(C)c(NC(=S)N2CCN(c3ccc([N+](=O)[O-])cn3)CC2)cc1C	-1%	-6%	-1%	-20%	-6%	-4%	-6	-1%	44%
Cc1c(C(=O)NCCSc2ccc(Cl)cc2)cccc1[N+](=O)[O-]	8%	i	0%	10%	-17%	-5%	3	-2%	-1%
Cc1ccc(N(C(=O)Cn2nnc(-c3ccccc3F)n2)C(C(=O)NC2CCCC2)c2ccncc2)cc1 (stereo not given)	20%	-8%	2%	104%[activator]	-3%	-1%	-6	-2%	-7%
S=C(NCc1cccs1)Nc1cccc2ccccc12	15%	i	-13%	73%[activator]	-14%	-6%	-4	-4%	6%
Cn1cnnc1SCC(=O)N1N=C(c2ccc(Cl)cc2)CC1c1ccco1 (stereo not given)	9%	i	-6%	41%[activator]	4%	-13%	-3	-14%	0%
Cc1nc(NCc2ccco2)[nH]c(=O)c1CCC(C)C	-15%	-7%	-12%	6%	0%	-4%	8	-1%	2%
CCOC(=O)c1c(C)[nH]c(C(=O)OCC(=O)Nc2cc(C)ccc2OC)c1C	-2%	5%	-9%	3%	6%	-5%	-4	8%	0%
Nc1cc(C(=O)OCC(=O)N2CCOCC2)ccc1Cl	35%	i	9%	23%	-10%	1%	29	-2%	1%[12.4 µM]
CCOC(=O)CSCC(=O)Nc1c(C(=O)C2CC2)oc2ccccc12	-23%	5%	-10%	-18%	-3%	2%	-3	3%	7%
Cc1oc2cc3oc(=O)c(CC(=O)N[C@H](C(=O)N[C@@H](C(=O)O)c4ccccc4)C(C)C)c(C)c3cc2c1C	-2%	-2%	6%	79µM*	?	-3%	/	-16%	-12%
C/C(=N\NC(=O)c1nnn(-c2nonc2N)c1CN(C)C)c1ccco1	8%	-5%	-8%	24%	-9%	4%	18	-7%	-9%
CS(=O)(=O)c1ccccc1C(=O)Nc1cccc2ncccc12	24%	-13%	0%	25%	1%	2%	-18	-7%	6%
CN(CC(=O)N1CCN(c2ncccn2)CC1)S(=O)(=O)c1ccc(Cl)cc1	-23%	i	-2%	62%[activator]	-2%	-13%	-6	-7%	38%[activator]
Cc1ccc(-n2c(SCCC(C)C)nc3sc4c(c3c2=O)CC(C)(C)OC4)cc1	32%	-2%	-7%	8%	-4%	-2%	-11	-4%	/
O=C1CSCC(=O)N1Cc1ccc(Cl)c(Cl)c1	1%	-3%	-12%	2%	-3%	-3%	-4	5%	-4%
O=C(COC(=O)C12CC3CC(CC(O)(C3)C1)C2)NCCc1ccc(Cl)cc1	0%	0%	-22%	25%	-6%	-1%	1	-1%	-2%
O=C(CN1CCN(c2cccc(Cl)c2)CC1)c1ccc(O)cc1O	-19%	1%	2%	-4%	-12%	-5%	12	-9%	-1%
COc1ccc(Cl)cc1NC(=O)CSc1nnc(C2CC2)n1N	/	-5%	/	22%	-3%	/	-4	-15%	14%
COC(=O)c1cccc2c(C(=O)O)cc(-c3ccccc3)nc12	/	0%	/	8%	-10%	/	-7	?	/
Cc1cccc(N2CC(C)Cn3c2nc2c3c(=O)n(CC(=O)O)c(=O)n2C)c1 (stereo not given)	2%	2%	-18%	-13%	-12%	1%	/	-4%	/
COc1ccc(-c2csc3nc(-c4ccccc4F)oc(=O)c23)cc1OC	-10%	2%	2%	?	-2%	-7%	-27	-24%	-2%

Pol iota inh, hit marks shown above.
| Compound | PGK inhibitor | Pol iota inh | POLK inh | BLM inh | RXFP1 antagonist | POLH inh |
| --- | --- | --- | --- | --- | --- | --- |
| Cc1oc2cc3oc(=O)c(CC(=O)N[C@H](C(=O)N[C@@H](C(=O)O)c4ccccc4)C(C)C)c(C)c3cc2c1C | -2% | 79µM* | ? | -3% | / | -16% |

Further structures
mol	POLB inh	PGK inhibitor	Anesthetic bind	Pol iota inh	POLK inh	BLM inh	RXFP1 antagonist	POLH inh	APEX1 inh
CCOC(=O)c1nc(C)n(-c2cc(OC)c(Cl)cc2Cl)n1	11%	i	-13%	89%[activator]	1%	-1%	-11	-21%	-4%
Cc1ccc(-c2nc3c4ccccc4n(CC(=O)N4CCN(c5ccccc5F)CC4)c(=O)n3n2)cc1	14%	2%	0%	-8%	-1%[60.1 µM]	3%	-3	1%	/
O=C(Nn1cnc2ccccc2c1=O)c1ccc([N+](=O)[O-])cc1Cl	-17%	-1%	-3%	51%[activator]	-7%	-2%	-5	-10%	0%
O=C(NCCCn1ccnc1)c1ccccc1NS(=O)(=O)c1ccc(F)c(F)c1	-1%	i	-10%	-4%	-4%	-2%	-6	-4%	4%

The list is partial; the hit share may differ from the screen's.
